Assay outcomes from PubChem.
HCT116 bCat-KO = beta-catenin-lacking colon tumor cell growth suppression; AID 818; viability, % at 10 µM; HCT116 beta-catenin knockout viability, CellTiter-Glo, 60 h; hits give low values; 140,000 compounds, 1.5% hits;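 active = viability at or under a set limit, the compound median less 4 SD, cut at about 6% in these data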;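 also: 0% = Hyamine 1622 control at 20 µM and 100% = untreated cell control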
Yeast growth inh = reduces growth of yeast BB579 in restrictive medium | S. cerevisiae BB579 growth, OD615, 48 h | inhibition, % at 10 µM | 140,000 compounds, 0.51% hits;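 active = inhibition above a set limit, 3 SD over the mean compound inhibition, cut at about 44% in these data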; also: inactives centre near -24
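Test system: DeaD yeast strain BB579 / Buffer or medium: restrictive glucose-based CSMM-D medium / Doses: single 10 µM dose / Schedule: 4 h cell preincubation, 48 h compound exposure, 30 °C humidified / Technique: culture absorbance at 615 nm / Controls: amphotericin B positive control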
Yeast lifespan up = extends the lifespan of yeast | 130,000 compounds, 0.68% hits | inhibition of the nicotinamide effect, % at 10 µM | S. cerevisiae growth with nicotinamide, OD615; deaD strain in restrictive glucose medium;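 active = inhibition above a set limit, placed 3 SD over the median of all compounds, cut at about 26% in these data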;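 also: 0% = nicotinamide-treated wells and 100% = cells grown without nicotinamide; some compounds called inactive have numbers as strong as hits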
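Measured by: optical density (absorbance) at 615 nm; System: modified budding yeast, DeaD strain; Medium: restrictive CSMM-D dextrose medium; Timing: 4 h preincubation then 48 h treatment at 30 °C.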
MRP1 act = activates MRP-1. H69AR cells + doxorubicin, viability rescue, CellTiter-Glo. viability increase, % at 10 µM. 140,000 compounds, 0.61% hits. AID 799;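 active = viability gain under doxorubicin at or above a set limit, the compound median plus 3 SD, cut at about 4.7% in these data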;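 also: MRP-1 overexpressing cells given doxorubicin 25 µM after compound pretreatment; 18-22 h compound pretreatment then 72 h with doxorubicin before readout; 0% = doxorubicin-only wells and 100% = vehicle-treated cells without doxorubicin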
Measles CPE = protection of cells from measles virus | protection (pct of control), % at 4 µM | Measles virus-infected cells, CPE protection, absorbance | AID 841 | 140,000 compounds, 1.5% hits; in the data active = protection mostly above about 24%, no sharp cut-off; inactive = mostly below about 26%; also: some compounds called inactive have numbers as strong as hits
GALR2 antag = antagonists of human galanin receptor 2 (GALR2) | AID 828 | GALR2-expressing cells, antagonist mode | 140,000 compounds, 0.39% hits | O43603 | inhibition, % at 4 µM; in the data active = inhibition above about 27%;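 also: cells stimulated with galanin 1-16 at roughly its EC80; 0% = agonist challenge control and 100% = basal control without agonist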
Target sequence (O43603 whole entry, looked up): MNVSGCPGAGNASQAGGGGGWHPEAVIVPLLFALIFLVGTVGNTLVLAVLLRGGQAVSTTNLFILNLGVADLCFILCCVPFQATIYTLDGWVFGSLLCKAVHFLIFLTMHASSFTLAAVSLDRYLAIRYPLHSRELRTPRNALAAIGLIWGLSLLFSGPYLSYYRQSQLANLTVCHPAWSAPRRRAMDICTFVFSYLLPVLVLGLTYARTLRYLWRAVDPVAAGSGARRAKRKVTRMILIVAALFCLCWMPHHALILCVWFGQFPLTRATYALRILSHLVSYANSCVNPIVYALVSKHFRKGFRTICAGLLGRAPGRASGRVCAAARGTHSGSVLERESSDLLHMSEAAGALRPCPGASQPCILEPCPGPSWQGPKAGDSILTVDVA
Phagocyt inh = macrophage phagocytosis inhibition | 110,000 compounds, 0.07% hits | inhibition, % at 5 µM | J774A.1 macrophage IgG-bead phagocytosis, imaging;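 active = inhibition above the mean of the plate negative controls plus 5 SD, cut at about 13% in these data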;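 also: phagocytic index as fraction of beads internalized from green versus red external bead signal; plate controls were DMSO negative control for no effect and cytochalasin-D positive control for full effect; some results beyond the cut were filed as inactive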
NPY Y2 blocker = antagonists of human neuropeptide Y receptor Y2; AID 793; P49146; inhibition, % at 2.7 µM; 140,000 compounds, 0.99% hits; NPY-Y2 expressing cells, antagonist mode; in the data active = inhibition above about 17%;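 also: 0% = vehicle with agonist challenge and 100% = reference antagonist with challenge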
Target sequence (P49146 whole entry, looked up): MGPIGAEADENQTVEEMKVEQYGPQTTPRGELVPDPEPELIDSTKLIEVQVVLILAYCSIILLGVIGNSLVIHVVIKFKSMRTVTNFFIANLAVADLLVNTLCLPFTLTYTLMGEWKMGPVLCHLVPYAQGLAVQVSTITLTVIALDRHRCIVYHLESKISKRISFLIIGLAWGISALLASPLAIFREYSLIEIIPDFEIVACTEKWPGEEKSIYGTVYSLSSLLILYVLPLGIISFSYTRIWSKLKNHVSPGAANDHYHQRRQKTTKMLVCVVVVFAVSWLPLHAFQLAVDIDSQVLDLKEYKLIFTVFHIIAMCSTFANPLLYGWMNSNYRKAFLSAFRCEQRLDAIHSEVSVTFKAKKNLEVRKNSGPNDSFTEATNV
E-sel TNF inh = blocks E-selectin expression induced by TNF alpha | HUVEC TNFa-induced E-selectin immunofluorescence, high content | inhibition, % at 2 µM | 120,000 compounds, 0.71% hits | AID 1246;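 active = inhibition above the batch mean plus 3 SD, and confirmed as a hit on visual image review, cut at about 43% in these data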;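 also: 0% = TNF-stimulated DMSO wells and 100% = unstimulated control wells; not every result past the cut was called active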
HCT116 PTEN-null = PTEN-deleted cell growth suppression | HCT116 PTEN-null viability, CellTiter-Glo, 60 h; hits give low values | viability, % at 10 µM | 140,000 compounds, 1.2% hits;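 active = viability at or below a set limit, 4 SD under the median of all tested compounds, cut at about 3.7% in these data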;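 also: PTEN knockout HCT116 line with beta catenin targeted HCT116 as companion control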
Starred values were filed as active, the others as inactive; / = no result given; & = joins results of further samples.

Second line of a record – Yeast lifespan up, HCT116 bCat-KO, NPY Y2 blocker, MRP1 act, Yeast growth inh, Measles CPE, HCT116 PTEN-null, GALR2 antag, Phagocyt inh, E-sel TNF inh
CCOC(=O)C(C)n1cnc2sc(C)c(C)c2c1=O (centres undefined)
  /, 92, 8, 1.1, -49, 17, 91, 2, /, 23
CC(C)c1nc2sc3c(c2c(=O)o1)CCCC3
  -10, 105, 5, -0.7, -47, 7, 102, 2, 0, /
NC(=O)c1ccccc1OCCOCCOCCOc1ccccc1C(N)=O
  -5, 93, 3, -0.2, -11, 11, 96, -5, 0, -9
COc1ccc(C2(CNC(C)=O)CCCC2)cc1OC
  -4, 94, -1, -1.7, -1, 9, 91, -5, 4, /
COc1ccc(-c2nnc(SCC(=O)c3cccs3)n2-c2ccc(Cl)cc2)cc1
  14, 75, 11, -0.2, -53, 22, 73, -9, /, -21
O=C(Cn1nc(Cc2cccnc2)c2ccccc2c1=O)NCc1ccc2c(c1)OCO2
  -5, 90, 5, -3.0, -39, 3, 95, -16, 0, /
COC(=O)c1c(C)[nH]c(C(=O)/C=C/c2cccc(Cl)c2)c1C
  2, 69, 7, -4.7, -33, 9, 74, -1, -4, /
CC1(C)CC(=O)C=C(Nc2ccc(Br)cn2)C1
  -4, 105, 0, -3.5, 0, 6, 92, 7, 2, 0
Cc1c(/C=N/N=C2\CCC3C4CCc5cc(O)ccc5C4CCC23C)cnn1C (centres undefined)
  -9, 91, 2, -5.8, -26, 5, 81, 4, 1, -74
COc1ccc(O)c(C(=O)c2cc(C#N)c(=O)n(CCN3CCOCC3)c2)c1
  -31, 11, -1, -3.4, -15, 15, 4, 8, /, 14

Next part
Second line of a record – Yeast lifespan up, HCT116 bCat-KO, NPY Y2 blocker, MRP1 act, Yeast growth inh, Measles CPE, HCT116 PTEN-null, GALR2 antag, Phagocyt inh, E-sel TNF inh
CCOc1ccc(C2=NNC(c3cccs3)=Nc3ccc(OC)cc32)cc1OCC
  /, 77, 8, -5.0, -23, 12, 76, -2, /, -2
N#CCSc1nnc(-c2sc3ccccc3c2Cl)o1
  -2, 76, 3, -3.5, -34, 14, 82, 12, 3, -5
Cc1cc(N2CCOCC2)n2nc(-c3cccc(F)c3)cc2n1
  -9, 93, 0, -3.4, -8, 5, 94, 21, /, -40
Cc1[nH]c(=O)[nH]c(=O)c1/C=N/NC(=O)[C@@H](NC(=O)OC(C)(C)C)C(C)C
  -8, 86, 1, -1.9, -19, -1, 92, 4, -4, -48
Cc1ccccc1CN(C)CC(=O)Nc1ccccc1-c1ccccc1
  8, 63, 13, -4.5, -7, 11, 65, 16, -3, /
O=C(CCC1COc2ccccc2O1)Nc1ncccc1O (centres undefined)
  -18, 88, 2, -4.9, -24, 21, 99, 2, -2, 13
N=C1C(=O)OCC1c1ccccc1NC(=O)c1ccc(F)cc1 (centres undefined)
  -3, 105, 2, -1.5, -10, 10, 102, 4, 7, /
CN1CCN(CC(=O)Nc2ccc(Cl)cc2Cl)CC1
  40*, 95, 0, -2.4, -25, 5, 96, 9, 0, 0
O=C(/C=C/c1ccccc1Cl)c1ccccc(=O)c1O
  -11, 1.3*, 5, -5.1, 99*, 10, 2.1*, 7, -3, 23
O=C(O)CCCNC(=O)CCCNC(=O)C(c1ccccc1)c1ccccc1
  -1, 92, 3, -1.2, -38, 9, 94, -1, -3, /

The list continues.
Second line of a record – Yeast lifespan up, HCT116 bCat-KO, NPY Y2 blocker, MRP1 act, Yeast growth inh, Measles CPE, HCT116 PTEN-null, GALR2 antag, Phagocyt inh, E-sel TNF inh
COC(=O)c1ccc(NC(=O)CN(c2ccc3c(c2)OCO3)S(C)(=O)=O)cc1
  -2, 89, 1, -1.3, 14, 26, 89, 5, 0, -5
Cc1ccc(C)c(NS(=O)(=O)c2cc(C(=O)NCCSC3CCCCC3)ccc2C)c1
  -4, 57, 3, -5.2, -40, 16, 42, -5, /, 30
CCOc1ccc2c(C)nc(NC3=NC(C)(C)C=C(C)N3)nc2c1
  -4, 12, 11, -5.7, -39, 16, 9, -6, /, -33
COC(=O)c1sc(N)c(C(=O)OC)c1CSc1nnc(-c2ccccc2Cl)n1C
  -10, 88, -1, -0.4, -33, 5, 77, -1, -1, -18
Cc1ccc(S(=O)(=O)n2nc(C)c(C#N)c2N)cc1
  3, 98, 5, 2.9, -16, 18, 93, 5, -1, /
CCOC(=O)C1CCN(C(c2ccccn2)c2c(C)[nH]c3ccccc23)CC1 (centres undefined)
  -5, 60, 2, -2.2, -17, 4, 79&69, -4, 1, 6
COc1ccc(NC(=O)C(=O)N/N=C/c2cc(C)n(-c3cccc(Cl)c3Cl)c2C)c(OC)c1
  0, 91, 2, 5.3*, -36, 5, 85, 9, /, -52
O=C(CN(Cc1ccccc1)C(=O)c1ccco1)NCc1ccc(F)cc1
  -9, 105, 2, 0.7, 18, 28, 101, 2, 0, -2
Cc1cc(NC2C3CC4CC(C3)CC2C4)n2nnnc2n1 (centres undefined)
  0, 100, 2, -0.2, -15, 17, 94, -15, 0, 2
CC(NC(=O)c1ccc(F)cc1)c1nc2ccccc2n1Cc1ccccc1F (centres undefined)
  -17, 85, 4, -1.6, -16, 7, 79, 8, -4, 25

Additional structures.
Second line of a record – Yeast lifespan up, HCT116 bCat-KO, NPY Y2 blocker, MRP1 act, Yeast growth inh, Measles CPE, HCT116 PTEN-null, GALR2 antag, Phagocyt inh, E-sel TNF inh
Nc1ccnc(C(F)(F)F)c1C(=O)c1ccccc1
  -4, 104, 2, -1.4, 18, 20, 101, -5, 0, 4
COc1ccccc1NC(=O)Cn1cncc1-c1ccc([N+](=O)[O-])cc1
  -13, 95, 0, -0.6, -29, 2, 84, -1, -1, 5
COC(=O)Cc1c(O)ccn(Cc2cccc3ccccc23)c1=O
  21, 95, 1, -0.9, -69, 19, 100, -3, /, 27
Cc1occc1-c1nnc(SCC(=O)N2c3ccccc3CCc3ccccc32)n1C
  -18, 99, 0, -1.9, -2, 8, 89, 4, -1, -2
CC(NS(C)(=O)=O)C(c1cccs1)N1CCN(c2ccc(F)cc2)CC1 (centres undefined)
  -9, 88, -1, -3.0, 5, 25, 99, 9, 0, /
N#CCCn1[nH]c(-c2ccccc2)cc1=O
  16, 90, 2, 3.4, -4, 28, 97, 8, -2, /
Cc1ccc(C(=O)Cn2nnc3ccccc32)cc1C
  -10, 105, 3, 0.8, -37, 5, 91, 12, /, /
O=S1(=O)C=C(SCc2ccc(Cl)c(Cl)c2)Nc2ccccc21
  -19, 78, -1, -3.8, -12, 8, 82, -4, /, /
COc1ccc(Nc2nc(N)nc(CSc3nnc(C)s3)n2)cc1
  /, 86, 2, -1.7, 7, 24, 90, -11, /, -14
Cc1cccc(N(CC(=O)NCCSCc2ccco2)S(=O)(=O)c2ccccc2)c1
  -13, 49, 4, -1.1, -26, 4, 49, -5, /, 12

Other entries follow:
Second line of a record – Yeast lifespan up, HCT116 bCat-KO, NPY Y2 blocker, MRP1 act, Yeast growth inh, Measles CPE, HCT116 PTEN-null, GALR2 antag, Phagocyt inh, E-sel TNF inh
COCC(=O)Nc1ccc(N(C)C)cc1
  -7, 95, -2, 0.3, -42, 4, 107, -4, -1, -28
CC1CN(S(=O)(=O)c2ccc(NC(=O)CCCN3C(=O)c4ccccc4C3=O)cc2)CC(C)O1 (centres undefined)
  -1, 95, -4, -1.4, -27, 13, 96, -7, -5, 16
CC(C)(C)c1ccc2c(c1)OC(C(=O)N/N=C\c1ccccn1)CO2 (centres undefined)
  9, 68, 2, 1.2, -30, 9, 62, -5, -4, /
Cc1ccc2cn[nH]c2c1NC(=S)NC(=O)c1ccccc1
  -6, 96, 3, -1.3, -76, 19, 94, 10, /, -8
O=C(Nc1ccc(Cl)cc1F)c1ccccc1Br
  -4, 81, 1, 0.0, -8, 8, 79, -8, 2, 0
O=[N+]([O-])c1c(C(Cl)Cl)nn(-c2ccc(Cl)cc2)c1N1CCCCC1
  -6, 76, 4, -2.9, -29, 6, 76, 2, -10, 5
O=C(Nc1cccc(Br)c1)c1ccc(Cl)c(S(=O)(=O)N2CCOCC2)c1
  /, 22, 3, -2.0, -38, 12, 16, 6, /, -4
COc1ccccc1C(=O)N1CCc2ccccc21
  -8, 92, 0, -1.8, 2, 7, 99, -12, 0, /
Cc1sc2ncnc(NCCc3ccc(S(N)(=O)=O)cc3)c2c1C
  4, 78, 4, -0.6, -35, 4, 88, 37*, 0, -17
COc1cccc(-c2nnc(SCC(=O)Nc3ccc4c(c3)OCCO4)n2Cc2ccco2)c1
  -11, 99, 4, -1.2, -20, 7, 94, 4, 1, /

Remaining list, next part:
Second line of a record – Yeast lifespan up, HCT116 bCat-KO, NPY Y2 blocker, MRP1 act, Yeast growth inh, Measles CPE, HCT116 PTEN-null, GALR2 antag, Phagocyt inh, E-sel TNF inh
CC(C)(C)CC(C)(C)NC1=CC(=O)OC12CCCCC2
  -3, 90, 1, -0.5, -19, 4, 85, 1, -1, -70
COc1ccc(OC)c(-n2cnnn2)c1
  -16, 81, 2, -1.6, -27, 5, 86, -13, 0, 26
COc1ccc(-c2c(-c3ccc(OCC(=O)NN)cc3O)n[nH]c2C(F)(F)F)cc1
  2, 90, 0, 2.6, -26, 21, 98, 1, -7, /
CC(C)N(C(=O)CSc1nnc(CNc2ccc(F)cc2)o1)C(C)C
  /, 97, -1, -1.1, 4, 9, 97, 13, /, -9
Cn1c(=O)c2c(nc(Br)n2CC(=O)C23CC4CC(CC(C4)C2)C3)n(C)c1=O
  -4, 69, 7, -2.4, -43, 7, 76, -1, 0, -50
COc1cccc(-c2cc3c(=O)n(-c4ccccc4)c(=S)[nH]c3s2)c1
  -5, 99, 0, -3.2, -16, 20, 100, 16, -2, 66*
N#Cc1c(NC(=O)CSc2ccccn2)oc(-c2ccccc2)c1-c1ccccc1
  10, 90, 21*, -2.3, -31, 33*, 103, 2, -2, 6
CCCOc1ccc(N2C(=O)CC(N3CCN(c4ccccc4F)CC3)C2=O)cc1 (centres undefined)
  -24, 90, 2, 0.8, -11, 11, 94, 1, /, -12
Cc1ccc(S(=O)(=O)C2(C(=O)Nc3cccnc3)CC2)cc1
  3, 94, 0, -2.5, 15, 2, 95, -2, 0, /
Cc1nc(CS(=O)c2ccc(Cl)cc2)cc(NCc2ccc(Cl)cc2Cl)n1 (centres undefined)
  -6, 79, 5, -2.5, 6, 5, 71, -6, -1, 9
Cc1ccc(Cc2cnc(NC(=O)CN3CCOCC3)s2)cc1Cl
  -1, 94, 9, -1.9, 13, 4, 90, -19, -1, /
